Bcl-2 Bim block – inhibitors of Bim-Bcl-2 binding, primary screen, biochemical, multiplexed, human Bcl-2 family. 0.06% of 190,000 active. Apoptosis regulator Bcl-2 (Homo sapiens), P10415. Bead-based flow cytometry, Bim peptide-Bcl-2 binding. inhibition, % at 10 µM; in the data active = inhibition above about 40%; inconclusive = no clear call, values can overlap the other calls;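 note: 0% = no compound wells with probe peptide and 100% = reference peptide inhibitor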
ABCB1 inh – ABCB1 efflux pump inhibitors, primary screen, cell-based, multiplex, flow cytometry, ABCG2 counter-screen. ATP-dependent translocase ABCB1 (Homo sapiens), P08183. CCRF-Adr cells, JC-1 efflux. inhibition, % at 6.6 µM. 0.067% of 190,000 active. AID 1326, 2008; in the data active = inhibition above about 40%;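 note: 0% = vehicle and 100% = reference inhibitor; higher value means more JC-1 retained so stronger ABCB1 efflux block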
Target sequence (P08183 whole entry, looked up): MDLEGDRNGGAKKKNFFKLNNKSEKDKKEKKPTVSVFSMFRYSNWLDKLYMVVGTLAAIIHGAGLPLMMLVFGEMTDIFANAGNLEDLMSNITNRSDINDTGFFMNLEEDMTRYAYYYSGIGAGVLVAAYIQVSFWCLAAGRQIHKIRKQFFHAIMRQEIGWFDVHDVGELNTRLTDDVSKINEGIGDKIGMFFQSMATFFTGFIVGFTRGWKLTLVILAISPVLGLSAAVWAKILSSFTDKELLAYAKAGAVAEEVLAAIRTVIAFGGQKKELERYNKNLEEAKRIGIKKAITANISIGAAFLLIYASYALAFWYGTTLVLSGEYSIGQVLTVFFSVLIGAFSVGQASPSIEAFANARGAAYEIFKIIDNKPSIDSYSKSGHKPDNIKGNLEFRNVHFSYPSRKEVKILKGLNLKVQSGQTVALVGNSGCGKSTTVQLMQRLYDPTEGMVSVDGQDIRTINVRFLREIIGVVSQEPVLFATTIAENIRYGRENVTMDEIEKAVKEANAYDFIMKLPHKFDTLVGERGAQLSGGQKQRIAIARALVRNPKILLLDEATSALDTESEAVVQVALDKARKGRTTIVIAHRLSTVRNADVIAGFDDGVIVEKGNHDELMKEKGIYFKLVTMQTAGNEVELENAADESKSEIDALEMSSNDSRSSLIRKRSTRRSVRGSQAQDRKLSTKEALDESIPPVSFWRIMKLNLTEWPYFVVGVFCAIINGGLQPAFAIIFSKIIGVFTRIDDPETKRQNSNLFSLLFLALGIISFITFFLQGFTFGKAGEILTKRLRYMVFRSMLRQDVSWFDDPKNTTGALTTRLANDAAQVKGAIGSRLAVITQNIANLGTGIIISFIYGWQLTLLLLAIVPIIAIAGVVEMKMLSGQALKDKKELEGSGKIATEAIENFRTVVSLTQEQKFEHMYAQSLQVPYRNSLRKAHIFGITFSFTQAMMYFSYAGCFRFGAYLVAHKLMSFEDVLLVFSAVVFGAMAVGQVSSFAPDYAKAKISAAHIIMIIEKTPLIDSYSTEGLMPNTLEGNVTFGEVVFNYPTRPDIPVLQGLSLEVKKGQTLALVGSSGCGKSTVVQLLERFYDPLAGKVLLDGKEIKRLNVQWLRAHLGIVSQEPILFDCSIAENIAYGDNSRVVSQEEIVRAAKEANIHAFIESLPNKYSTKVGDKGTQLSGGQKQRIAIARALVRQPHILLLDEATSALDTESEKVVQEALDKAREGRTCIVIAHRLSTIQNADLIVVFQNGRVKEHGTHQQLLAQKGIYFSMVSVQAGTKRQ
GSH fluor – compound fluorescence on glutathione beads, profiling panel, artefact control, biophysical, 488/530 nm, flow cytometry. GSH beads flow cytometry, compound fluorescence 488/530 nm; active compounds read high. fluorescence (KMESF) at 10 µM. 0.25% of 190,000 active. AID 1776, 2009; in the data active = fluorescence above about 89;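 note: glutathione beads carrying GST-tagged Bcl family fusion proteins plus one bare bead set; values are compound well signal with DMSO vehicle wells as background; inactives centre near 16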
Bcl-XL Bim block – inhibitors of Bim-Bcl-XL binding, primary screen, biochemical, multiplexed, bead flow cytometry, human Bcl-XL; AID 1007, 2008; Bim peptide-Bcl-XL binding, fluorescence; inhibition, % at 10 µM; Bcl-2-like protein 1 (Homo sapiens), Q07817; 0.04% of 190,000 active
Bim-Bcl-W – inhibitors of Bim binding to Bcl-W, primary screen, biochemical, multiplexed, bead-based flow cytometry. Bcl-2-like protein 2 (Homo sapiens), Q92843. 0.02% of 190,000 active. Bim peptide-Bcl-W binding. inhibition, % at 10 µM;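 note: 0% = bound tracer without compound and 100% = peptide blocker; higher means less fluorescent Bim peptide bound to Bcl-W beads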
ABCG2 inh – ABCG2 efflux pump inhibitors, primary screen, multiplex with ABCB1, IgMXP3 cells, flow cytometry | Broad substrate specificity ATP-binding cassette transporter ABCG2 (Homo sapiens), Q9UNQ0 | JC-1 efflux | inhibition, % at 6.6 µM | 0.1% of 190,000 active | AID 1325, 2008;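 active = inhibition above 80%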;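 note: 0% = DMSO and 100% = nicardipine control wells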
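System: two drug-resistant human cell lines, ABCG2 and ABCB1; controls: nicardipine high and DMSO low controls; times: 10 min exposure at 25 °C with rotation, no wash; detection: flow cytometry of retained JC-1 fluorescence; read-out basis: percent efflux inhibition, scaled nicardipine 100% to DMSO 0%; doses: one concentration, 6.6 µM final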
Bcl-B Bim block – inhibitors of Bim-Bcl-B binding, primary screen, biochemical, multiplexed, human Bcl-2 family; Bcl-2-like protein 10 (Homo sapiens), Q9HD36; bead-based flow cytometry, Bim peptide-Bcl-B binding; inhibition, % at 10 µM; 0.073% of 190,000 active; AID 951, 2007;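 note: 0% = tracer peptide without compound and 100% = reference inhibitor peptide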
Bim-Bfl-1 – inhibitors of Bim binding to Bfl-1, primary screen, biochemical, multiplexed, bead-based flow cytometry | Bim-Bfl-1 binding inhibition | inhibition, % at 10 µM | 0.12% of 190,000 active | AID 1008, 2008;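 note: 0% = wells without compound plus tracer and 100% = blocker peptide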
RGS4-Gao reg – modulators of RGS4 binding to Galphao, primary screen, biochemical, multiplexed bead flow cytometry | 0.33% of 220,000 active | actives lie on both sides | binding response (% of control), % at 10 µM; in the data active = binding response below about 49% or above about 150%; inactive = in between;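 note: fluorescent Galphao activated with aluminum fluoride binding bead-coupled RGS4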
RGS8-Gao reg – RGS8-Galphao binding modulators, primary screen, biochemical, multiplexed bead flow cytometry. Guanine nucleotide-binding protein G(o) subunit alpha (Homo sapiens), P09471. actives lie on both sides. response (percent of control binding), % at 10 µM. 0.34% of 220,000 active; in the data active = response below about 60% or above about 140%; inactive = in between;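 note: Galphao activated as the GDP aluminium fluoride complex binding bead-coupled RGS8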
RGS7-Gao – RGS7-Galphao binding modulators, primary screen, biochemical, multiplexed bead flow cytometry. Guanine nucleotide-binding protein G(o) subunit alpha (Homo sapiens), P09471. actives lie on both sides. binding response (% of control), % at 10 µM. 0.35% of 220,000 active. AID 1439, 2008; in the data active = binding response below about 49% or above about 150%; inconclusive = no clear call, values can overlap the other calls; inactive = in between;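 note: fluorescent Galphao held in activated GDP-AlF4 state binding bead-coupled RGS7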
An asterisk follows results filed as active; u = inconclusive; x = no result given. Cut-off read from the data, not from the text of the source, unless noted: active = inhibition above about 40%.

SMILES	Bcl-2 Bim block	ABCB1 inh	GSH fluor	Bcl-XL Bim block	Bim-Bcl-W	ABCG2 inh	Bcl-B Bim block	Bim-Bfl-1	RGS4-Gao reg	RGS8-Gao reg	RGS7-Gao
C=CCn1c(=NC(=O)CN2C(=O)CCC2=O)sc2cccc(OC)c21	-5	-2.3	20	-2	0	-3	-3	-7	108	109	105
O=C(CCCn1c(=S)[nH]c2cc3c(cc2c1=O)OCO3)N1CCc2ccccc2C1	-1	0.1	31	-4	-1	1	-12	0	98	97	104
Cc1ccsc1C(=O)OCC(=O)NCCC1=CCCCC1	-6	-0.3	11	-7	-4	8	-9	-7	98	103	98
Nc1nc(-c2nonc2N)no1	-5	0.2	16	-3	-2	1	-5	-7	95	100	u
CC(C)(O)C#Cc1ccc(C(=O)N2CCN(c3ccc(Cl)cc3)CC2)cc1	-2	-0.1	10	-2	0	0	0	-7	99	103	102
COC(=O)c1c([N+](=O)[O-])c(OC)c(OC)c(OC)c1[N+](=O)[O-]	-1	0.5	8	-2	-1	2	-3	-4	99	101	99
CCOCCCNC(=O)/C(C#N)=C/c1ccc(Cl)c([N+](=O)[O-])c1	-6	0.7	9	2	1	15	2	-6	98	96	u
O=[N+]([O-])c1ccc(Nc2ccc3ccccc3c2)nc1	4	-4.4	26	-1	2	-5	1	7	114	110	113
Cc1cc(-n2c(C)cc(C(=O)CSc3ncnc4ccccc34)c2C)no1	0	0.7	11	0	0	3	-5	2	100	98	103
COc1cc(NC(=O)N[C@H](C(=O)O)C(C)C)cc(OC)c1	-2	0.6	6	-1	-2	1	0	-3	106	105	110
CCOc1ccc(CC(=NCCO)C2=C(O)CC(C)(C)CC2=O)cc1OCC	1	0.5	7	0	-1	1	-2	0	99	102	101
N#Cc1ccc(NC(=O)c2sc3cc(C(F)(F)F)cnc3c2-c2cccs2)cc1	-8	0.4	58	-15	7	2	-8	-14	99	103	100
N#Cc1c(NC(=O)c2ccccc2)sc2c1CCCCC2	5	1.2	17	1	0	4	3	3	101	92	99
CN1C(=O)/C(=C/c2ccc(O)c([N+](=O)[O-])c2)N(C)C1=S	-2	0.1	22	0	1	1	1	-2	108	107	110
Cc1ccc2nc(CSc3nnc(-c4ccncc4)n3C)cc(=O)n2c1	5	-0.4	5	6	1	0	18	1	100	101	100
CCOC(=O)Cc1cc(=O)n2[nH]c(C)c(-c3ccc(Cl)cc3)c2n1	-1	0.2	24	-6	0	1	-6	-9	99	100	99
CCC1CCCCN1C(=O)CSc1nnc(CNC(=O)COc2ccc(Cl)cc2)o1 (configuration not stated)	-2	1.0	10	-2	-1	3	-1	-2	92	102	97
Brc1c(CSc2nc3ccccc3s2)nc2ncccn12	-2	0.5	12	-3	-5	22	-8	0	105	104	107
CC1=C(C(=O)Nc2ccccc2C)C2(CCCC2)C(C(N)=O)C(=O)N1 (configuration not stated)	-7	1.1	26	-11	0	27	-9	-19	98	100	100
COc1ccc(NC(=O)CCSc2ccc(C)cc2)cc1	0	0.6	9	-5	-1	8	-3	0	98	92	101
CCCN(CCC)C(=O)C1CC(=O)OC12CCOC(C)(C)C2 (configuration not stated)	3	x	12	-4	-2	9	-6	0	97	90	98
CCn1c(SCC(=O)Nc2ccc3c(c2)OCO3)nc2c(c1=O)SC(C)C2 (configuration not stated)	-9	1.2	27	0	0	9	-7	-6	104	104	102
CCOC(=O)C1(O)CC(C)=NN1C(=O)c1cccc(Cl)c1 (configuration not stated)	-2	0.5	6	0	-1	2	0	0	101	101	101
CCn1c(SCc2ccccc2)nc2c(c1=O)SCC2	2	-0.1	11	0	-2	0	0	-3	101	100	93
NNC(=O)CCN1CCN(C(c2ccccc2)c2ccccc2)CC1	6	0.8	16	0	0	4	5	7	95	96	u

Reprinted from the part before: two entries; new compounds follow.
SMILES	Bcl-2 Bim block	ABCB1 inh	GSH fluor	Bcl-XL Bim block	Bim-Bcl-W	ABCG2 inh	Bcl-B Bim block	Bim-Bfl-1	RGS4-Gao reg	RGS8-Gao reg	RGS7-Gao
CCn1c(SCc2ccccc2)nc2c(c1=O)SCC2	2	-0.1	11	0	-2	0	0	-3	101	100	93
NNC(=O)CCN1CCN(C(c2ccccc2)c2ccccc2)CC1	6	0.8	16	0	0	4	5	7	95	96	u
COc1cccc(/C=N/n2c(N)nc3ccccc32)c1OC	-1	1.0	45	-6	2	5	-7	-6	103	99	95
CN1/C(=C\C(=O)COC(=O)CN2C(=O)C3CC=CCC3C2=O)C(C)(C)c2ccccc21 (configuration not stated)	-2	1.6	28	0	-3	10	-1	-3	102	99	99
Oc1ccccc1-c1nc(NCC2CCCO2)c2ccccc2n1 (configuration not stated)	-3	0.2	14	-4	1	3	2	-2	96	100	93
CCOC(=O)N1C(=O)C2(CCCCC2)N(c2ccccc2Cl)C1=S	-2	0.4	4	-4	-1	2	-3	0	97	97	95
COc1ccc(C(=O)NCc2ccccn2)cc1[N+](=O)[O-]	0	0.0	23	0	0	2	0	4	101	102	103
Nc1n[nH]c(CCCO)n1	2	3.2	24	0	0	3	0	1	100	104	99
C=CCn1cc(C(=O)NCCCOCC)c(=O)c2cc(S(=O)(=O)N(CC)CC)ccc21	-6	1.2	48	3	0	14	-6	-11	101	103	101
Cn1c(SCc2nnc3n2CCCCC3)nc2ccccc21	-3	4.9	33	-6	1	0	-6	-17	98	100	100
COCCCn1c(C(C)C)nc2oc3cc(OC)ccc3c(=O)c2c1=O	-2	0.7	11	0	0	4	-1	-2	104	108	101
CCCCC(CC(O)COCCC)c1n[nH]c(=S)n1-c1ccccc1 (configuration not stated)	2	-0.3	11	-3	-1	-1	-19	11	97	84	99
CCOC(=O)c1sc(NC(=O)C(CC)Sc2nnc3c4ccccc4n(C(C)C)c3n2)nc1C (configuration not stated)	-10	-2.2	18	-2	0	-3	-4	-7	99	101	97
CC(C)N(C(=O)COC(=O)c1cncc(Br)c1)C(C)C	4	-0.1	14	-2	-2	-1	4	7	106	104	u
O=C1CC(C(=O)N(CC2CCCO2)C(C(=O)NC2CCCCC2)c2ccncc2)CS1 (configuration not stated)	-11	-0.1	24	-7	-4	3	-12	-22	100	101	101
Cc1ccc(/C=C/C(=O)Nc2cc(=O)n(C)c(=O)n2C)o1	3	0.4	6	0	0	16	-6	5	102	99	103
CCOC(=O)c1ccc(NC(=O)CCc2nc(-c3cccc(C)c3)no2)cc1	-3	-0.1	13	-1	-1	37	-5	-4	101	104	105
Cc1nn(-c2ncc(C(F)(F)F)cc2Cl)c(=O)n1-c1cccc(F)c1	-2	0.6	18	0	-2	1	-3	-5	105	105	106
COc1ccc2c(c1)O[C@H](c1ccc3c(c1)OCO3)[C@@H](O)C2=O	0	0.4	20	-2	-1	0	-3	0	102	104	101
O=S(=O)(/N=C(/Nc1cc(N2CCOCC2)ncn1)c1ccccc1)c1ccccc1	-10	0.7	12	-10	-2	4	-15	-14	96	99	102
NS(=O)(=O)c1cnccc1Nc1ccc(Cl)cc1	1	0.5	10	-5	-3	0	-9	-1	99	103	100
O=C1[C@@H]2[C@H](Cc3ccc(O)cc3)N[C@]3(C(=O)Nc4ccccc43)[C@@H]2C(=O)N1c1ccc(F)cc1	2	0.3	8	0	1	1	0	-1	85	95	91
Cc1cccc2c1N(CCOc1ccc(C(C)(C)C)cc1)C(=O)C2=O	-9	0.8	10	-11	-5	26	-9	-11	98	104	98
c1ccc(-c2nc(NCC3CCCO3)c3ccccc3n2)nc1 (configuration not stated)	0	0.8	13	-2	-3	4	-4	0	87	102	92
C/C=C/COc1nc2c(c(=O)n(C)c(=O)n2C)n1C	-5	1.2	23	-7	0	19	-9	-17	103	102	102
O=C(NCCC(c1ccccc1)c1ccccc1)c1cnccn1	0	x	13	-1	-4	-3	-3	-1	100	95	99
CCOC(=O)c1sc(NC(=O)c2ccc(Cl)s2)cc1C	-10	-3.0	25	-4	-1	-4	-8	-9	99	100	99

Results in RGS8-Gao reg and Bcl-B Bim block (four entries from above):
| Structure | RGS8-Gao reg | Bcl-B Bim block |
| --- | --- | --- |
| O=C1CC(C(=O)N(CC2CCCO2)C(C(=O)NC2CCCCC2)c2ccncc2)CS1 (configuration not stated) | 101 | -12 |
| Cc1ccc(/C=C/C(=O)Nc2cc(=O)n(C)c(=O)n2C)o1 | 99 | -6 |
| CCOC(=O)c1ccc(NC(=O)CCc2nc(-c3cccc(C)c3)no2)cc1 | 104 | -5 |
| Cc1nn(-c2ncc(C(F)(F)F)cc2Cl)c(=O)n1-c1cccc(F)c1 | 105 | -3 |

Further records.
SMILES	Bcl-2 Bim block	ABCB1 inh	GSH fluor	Bcl-XL Bim block	Bim-Bcl-W	ABCG2 inh	Bcl-B Bim block	Bim-Bfl-1	RGS4-Gao reg	RGS8-Gao reg	RGS7-Gao
CC1=C(c2ccc(Cl)cc2)[N+](=O)C(C)(C)N1[O-]	0	0.8	24	-1	-1	11	-16	2	102	103	100
CC(C)C(OC(=O)CN1C(=O)COc2ccccc21)C(=O)NC1CCCC1 (configuration not stated)	-6	-6.3	12	-2	5	-6	-7	-9	98	100	101
Cc1ccc(C(c2sc3nc(C)nn3c2O)N2CCOCC2)cc1 (configuration not stated)	-14	1.4	27	-17	-11	14	-17	-25	89	95	93
CCC(=O)NC(NC(=S)Nc1cccc2cccnc12)C(Cl)(Cl)Cl (configuration not stated)	-12	-0.5	11	-12	-8	-1	-17	-16	99	100	102
COCC(=O)Nc1cc(OC)c(Cl)cc1OC	-8	0.9	33	-3	-1	2	-10	-16	100	101	96
Cc1cc(Cl)c(OCCCSc2nc(C)cc(=O)[nH]2)c(Br)c1	-7	0.0	35	-7	0	37	-11	-12	104	102	105
COC(=O)Cc1c[nH]c2cccc(OCC(O)CN(Cc3ccccc3)C(C)C)c12 (configuration not stated)	1	0.4	16	-1	0	-1	-3	1	94	91	98
O=C(CSc1nc2cc([N+](=O)[O-])ccc2n1-c1ccccc1)NCc1ccc2c(c1)OCO2	13	0.8	14	5	6	5	11	3	99	93	104
CCc1ccccc1NC(=S)NNC(=O)c1ccccc1Cl	0	-0.1	10	-2	-3	7	-12	-2	99	101	104
CCCCCSc1nc2c(c(=O)[nH]c(=O)n2C)n1C	0	0.8	25	2	1	6	2	3	95	91	100
Cc1ccc(OCC(=O)N/N=C/C=C/c2ccco2)cc1C	-21	-0.1	17	-9	-5	16	-13	-10	67	60*	65
Cc1ccccc1N1C(=O)c2ccccc2N2C(=O)c3ccccc3C12 (configuration not stated)	-8	-0.1	25	-7	2	-1	-6	-11	101	100	99
CN1CCN(CCCCOc2ccccc2-c2ccccc2)CC1	2	0.1	21	0	1	2	0	-2	99	102	102
C=CCOc1ccccc1/C=C/C(=O)O	0	0.1	22	0	0	0	2	-1	73	88	101

Bioassay records: PubChem BioAssay, NMMLSC
